# Integrin act MD: integrin-mediated muscular dystrophy alleviation activation; 350,000 tested, 0.064% active; alpha7betagal myoblasts, beta-gal FDG fluorescence, 48 h; Potency, µM (top dose mostly 38.3 µM), for inactives: at the highest dose activation, most hits filed as activators;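 further: potency means the concentration at half of the fitted maximal effect; 100% = response of the positive control SU9516; nearly all actives have a fitted effect of over 60% in size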
#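 Alpha7betagal+/- myoblasts (passage 13) were plated 16-24 hr, then exposed to compounds (1:260 dilution of DMSO stock) for 48 hours at 37C. After MPER lysis, β-galactosidase reporter activity was read as FDG fluorescence (ex 480/em 540) after 30 minutes.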
# TCR act: T cell receptor activation; Potency, µM (series often up to 9.22 µM), inactives show at the top dose activation of IL-2 secretion, usual class: activators; primary human leukocytes, anti-CD3, IL-2 HTRF, 48 h; 330,000 tested, under 10 active; further: % of control where 0% means no effect
#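 Primary human leukocytes incubated 48 hr with anti-CD3 beads plus compound, without co-stimulation. Secreted IL-2 measured by HTRF (europium cryptate/d2 anti-IL-2 pair, 320 nm excitation, 665 nm emission).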
# TSHR antag: antagonists of human thyroid stimulating hormone receptor; P16473; TSHR-expressing cells, TSH-stimulated cAMP HTRF, 2 h; active compounds read low; activity change, negative = inhibition, % at 11.5 µM; 330,000 tested, 0.2% active;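 active means activity change below a set negative limit, meaning inhibition stronger than a set level, cut at about -70% in these data; inconclusive means activity change between two set negative limits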; further: on the % scale 0 is the no-effect control and ±100 the full control effect
#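 Antagonism was scored as loss of TSH-driven cAMP in TSHR cells, stimulated with 4nM TSH (EC80) for 2 hours at 37 deg C and detected by homogeneous HTRF competition immunoassay.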
# MBNL1-CUG inh: MBNL1-poly(CUG) RNA binding inhibition; Q9NR56; TR-FRET MBNL1-His/biotin-(CUG)12 binding, 665/545 ratio; Potency, µM (series often up to 57.5 µM), for inactives: top-dose activity change, negative = inhibition, most hits filed as inhibitors; 280,000 tested, 0.036% active; AID 2675; active means well fitted inhibition curve with a large enough effect in the signal ratio, with a control signal flat, not every such curve was filed as active; inconclusive means small, poorly fitted or top-dose-only effect, or effect the other way, or a change in a side signal; inactive means no such curve, though single readings can be large or run the other way; the % refers to the signal ratio; further: potency means the concentration at half of the fitted maximal effect; on the % scale 0 is the no-effect control and ±100 the full control effect
#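 Ratiometric TR-FRET (665 over 545 nm, excitation 340 nm) tracks disruption of MBNL1-His/biotin-(CUG)12 complex after 60 min at room temperature, with compounds at 92 nM to 58 uM final.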
# S-ASM inh: blocks human secretory acid sphingomyelinase; placental ASM, HMU-PC fluorogenic substrate, 60 min; P17405; Potency, µM (highest dose often 57.5 µM), inactives show at the top dose activity change, negative = inhibition, actives largely listed as inhibitors; 340,000 tested, 0.006% active; further: potency means the concentration at half of the fitted maximal effect
#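 Human placenta-derived ASM preincubated with compound 10 min at room temperature, then reacted with 9 uM (final) fluorogenic HMU-PC substrate for 60 min at 37 C. Stop solution raises pH to 10; fluorescence read at Ex 386/Em 447 nm.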
# Mito fusion yeast: mitochondrial division inhibition or fusion activation | S. cerevisiae fusion-defective mutant growth rescue, CellTiterGlo 48 h | Potency, µM (titrated, usually from 46.1 µM), inactives show at the top dose growth rescue (activation), usual class: activators | 320,000 tested, 0.23% active;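 further: potency means the concentration at half of the fitted maximal effect; % of control where 0% means no effect; nearly all actives have a fitted effect of over 45% in size; temperature-sensitive fusion mutants such as fzo1-1 at 37 °C on non-fermentable ethanol glycerol medium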
#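 Temperature-sensitive fusion-defective S. cerevisiae (e.g. fzo1-1, mgm1-5) were grown with compound in YPEG medium (3% ethanol, 3% glycerol) for 48 hours at 37C. Growth rescue was measured as viability by CellTiterGlo luminescence after 10 minutes at ambient.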
# Menin-MLL TR inh: inhibitors of human menin-MLL interaction, mutant MLL peptide | O00255 | Menin + Texas Red MLL mutant peptide, fluorescence polarization | Potency, µM (titrated, usually from 61.6 µM), inactives show at the highest dose FP activity change, negative = inhibition, hits mostly inhibitors | 270,000 tested, 0.23% active; active means well fitted inhibition curve with a large enough effect in the polarisation, with a control signal flat, not every such curve was filed as active; inconclusive means small, poorly fitted or top-dose-only effect, or effect the other way, or a change in a side signal; inactive means no such curve, though single readings can be large or run the other way; the % refers to the polarisation; further: potency means the concentration at half of the fitted maximal effect; % of control where 0% means no effect; many of its hits are not listed in these tables
# CXXC DNA block: inhibitors of human MLL CXXC domain-DNA interaction; Q03164; MLL-CXXC / FITC-HOXA9 DNA fluorescence polarization; Potency, µM (highest dose often 115 µM), for the others: top-dose activity change, negative = inhibition, hits mostly inhibitors; 290,000 tested, 0.037% active; AID 2662; active means well fitted inhibition curve with a large enough effect in the polarisation, with a control signal flat, not every such curve was filed as active; inconclusive means small, poorly fitted or top-dose-only effect, or effect the other way, or a change in a side signal; inactive means no such curve, though single readings can be large or run the other way; the % refers to the polarisation; further: potency means the concentration at half of the fitted maximal effect
# Target sequence (Q03164 whole entry, looked up, the tested form may be a part): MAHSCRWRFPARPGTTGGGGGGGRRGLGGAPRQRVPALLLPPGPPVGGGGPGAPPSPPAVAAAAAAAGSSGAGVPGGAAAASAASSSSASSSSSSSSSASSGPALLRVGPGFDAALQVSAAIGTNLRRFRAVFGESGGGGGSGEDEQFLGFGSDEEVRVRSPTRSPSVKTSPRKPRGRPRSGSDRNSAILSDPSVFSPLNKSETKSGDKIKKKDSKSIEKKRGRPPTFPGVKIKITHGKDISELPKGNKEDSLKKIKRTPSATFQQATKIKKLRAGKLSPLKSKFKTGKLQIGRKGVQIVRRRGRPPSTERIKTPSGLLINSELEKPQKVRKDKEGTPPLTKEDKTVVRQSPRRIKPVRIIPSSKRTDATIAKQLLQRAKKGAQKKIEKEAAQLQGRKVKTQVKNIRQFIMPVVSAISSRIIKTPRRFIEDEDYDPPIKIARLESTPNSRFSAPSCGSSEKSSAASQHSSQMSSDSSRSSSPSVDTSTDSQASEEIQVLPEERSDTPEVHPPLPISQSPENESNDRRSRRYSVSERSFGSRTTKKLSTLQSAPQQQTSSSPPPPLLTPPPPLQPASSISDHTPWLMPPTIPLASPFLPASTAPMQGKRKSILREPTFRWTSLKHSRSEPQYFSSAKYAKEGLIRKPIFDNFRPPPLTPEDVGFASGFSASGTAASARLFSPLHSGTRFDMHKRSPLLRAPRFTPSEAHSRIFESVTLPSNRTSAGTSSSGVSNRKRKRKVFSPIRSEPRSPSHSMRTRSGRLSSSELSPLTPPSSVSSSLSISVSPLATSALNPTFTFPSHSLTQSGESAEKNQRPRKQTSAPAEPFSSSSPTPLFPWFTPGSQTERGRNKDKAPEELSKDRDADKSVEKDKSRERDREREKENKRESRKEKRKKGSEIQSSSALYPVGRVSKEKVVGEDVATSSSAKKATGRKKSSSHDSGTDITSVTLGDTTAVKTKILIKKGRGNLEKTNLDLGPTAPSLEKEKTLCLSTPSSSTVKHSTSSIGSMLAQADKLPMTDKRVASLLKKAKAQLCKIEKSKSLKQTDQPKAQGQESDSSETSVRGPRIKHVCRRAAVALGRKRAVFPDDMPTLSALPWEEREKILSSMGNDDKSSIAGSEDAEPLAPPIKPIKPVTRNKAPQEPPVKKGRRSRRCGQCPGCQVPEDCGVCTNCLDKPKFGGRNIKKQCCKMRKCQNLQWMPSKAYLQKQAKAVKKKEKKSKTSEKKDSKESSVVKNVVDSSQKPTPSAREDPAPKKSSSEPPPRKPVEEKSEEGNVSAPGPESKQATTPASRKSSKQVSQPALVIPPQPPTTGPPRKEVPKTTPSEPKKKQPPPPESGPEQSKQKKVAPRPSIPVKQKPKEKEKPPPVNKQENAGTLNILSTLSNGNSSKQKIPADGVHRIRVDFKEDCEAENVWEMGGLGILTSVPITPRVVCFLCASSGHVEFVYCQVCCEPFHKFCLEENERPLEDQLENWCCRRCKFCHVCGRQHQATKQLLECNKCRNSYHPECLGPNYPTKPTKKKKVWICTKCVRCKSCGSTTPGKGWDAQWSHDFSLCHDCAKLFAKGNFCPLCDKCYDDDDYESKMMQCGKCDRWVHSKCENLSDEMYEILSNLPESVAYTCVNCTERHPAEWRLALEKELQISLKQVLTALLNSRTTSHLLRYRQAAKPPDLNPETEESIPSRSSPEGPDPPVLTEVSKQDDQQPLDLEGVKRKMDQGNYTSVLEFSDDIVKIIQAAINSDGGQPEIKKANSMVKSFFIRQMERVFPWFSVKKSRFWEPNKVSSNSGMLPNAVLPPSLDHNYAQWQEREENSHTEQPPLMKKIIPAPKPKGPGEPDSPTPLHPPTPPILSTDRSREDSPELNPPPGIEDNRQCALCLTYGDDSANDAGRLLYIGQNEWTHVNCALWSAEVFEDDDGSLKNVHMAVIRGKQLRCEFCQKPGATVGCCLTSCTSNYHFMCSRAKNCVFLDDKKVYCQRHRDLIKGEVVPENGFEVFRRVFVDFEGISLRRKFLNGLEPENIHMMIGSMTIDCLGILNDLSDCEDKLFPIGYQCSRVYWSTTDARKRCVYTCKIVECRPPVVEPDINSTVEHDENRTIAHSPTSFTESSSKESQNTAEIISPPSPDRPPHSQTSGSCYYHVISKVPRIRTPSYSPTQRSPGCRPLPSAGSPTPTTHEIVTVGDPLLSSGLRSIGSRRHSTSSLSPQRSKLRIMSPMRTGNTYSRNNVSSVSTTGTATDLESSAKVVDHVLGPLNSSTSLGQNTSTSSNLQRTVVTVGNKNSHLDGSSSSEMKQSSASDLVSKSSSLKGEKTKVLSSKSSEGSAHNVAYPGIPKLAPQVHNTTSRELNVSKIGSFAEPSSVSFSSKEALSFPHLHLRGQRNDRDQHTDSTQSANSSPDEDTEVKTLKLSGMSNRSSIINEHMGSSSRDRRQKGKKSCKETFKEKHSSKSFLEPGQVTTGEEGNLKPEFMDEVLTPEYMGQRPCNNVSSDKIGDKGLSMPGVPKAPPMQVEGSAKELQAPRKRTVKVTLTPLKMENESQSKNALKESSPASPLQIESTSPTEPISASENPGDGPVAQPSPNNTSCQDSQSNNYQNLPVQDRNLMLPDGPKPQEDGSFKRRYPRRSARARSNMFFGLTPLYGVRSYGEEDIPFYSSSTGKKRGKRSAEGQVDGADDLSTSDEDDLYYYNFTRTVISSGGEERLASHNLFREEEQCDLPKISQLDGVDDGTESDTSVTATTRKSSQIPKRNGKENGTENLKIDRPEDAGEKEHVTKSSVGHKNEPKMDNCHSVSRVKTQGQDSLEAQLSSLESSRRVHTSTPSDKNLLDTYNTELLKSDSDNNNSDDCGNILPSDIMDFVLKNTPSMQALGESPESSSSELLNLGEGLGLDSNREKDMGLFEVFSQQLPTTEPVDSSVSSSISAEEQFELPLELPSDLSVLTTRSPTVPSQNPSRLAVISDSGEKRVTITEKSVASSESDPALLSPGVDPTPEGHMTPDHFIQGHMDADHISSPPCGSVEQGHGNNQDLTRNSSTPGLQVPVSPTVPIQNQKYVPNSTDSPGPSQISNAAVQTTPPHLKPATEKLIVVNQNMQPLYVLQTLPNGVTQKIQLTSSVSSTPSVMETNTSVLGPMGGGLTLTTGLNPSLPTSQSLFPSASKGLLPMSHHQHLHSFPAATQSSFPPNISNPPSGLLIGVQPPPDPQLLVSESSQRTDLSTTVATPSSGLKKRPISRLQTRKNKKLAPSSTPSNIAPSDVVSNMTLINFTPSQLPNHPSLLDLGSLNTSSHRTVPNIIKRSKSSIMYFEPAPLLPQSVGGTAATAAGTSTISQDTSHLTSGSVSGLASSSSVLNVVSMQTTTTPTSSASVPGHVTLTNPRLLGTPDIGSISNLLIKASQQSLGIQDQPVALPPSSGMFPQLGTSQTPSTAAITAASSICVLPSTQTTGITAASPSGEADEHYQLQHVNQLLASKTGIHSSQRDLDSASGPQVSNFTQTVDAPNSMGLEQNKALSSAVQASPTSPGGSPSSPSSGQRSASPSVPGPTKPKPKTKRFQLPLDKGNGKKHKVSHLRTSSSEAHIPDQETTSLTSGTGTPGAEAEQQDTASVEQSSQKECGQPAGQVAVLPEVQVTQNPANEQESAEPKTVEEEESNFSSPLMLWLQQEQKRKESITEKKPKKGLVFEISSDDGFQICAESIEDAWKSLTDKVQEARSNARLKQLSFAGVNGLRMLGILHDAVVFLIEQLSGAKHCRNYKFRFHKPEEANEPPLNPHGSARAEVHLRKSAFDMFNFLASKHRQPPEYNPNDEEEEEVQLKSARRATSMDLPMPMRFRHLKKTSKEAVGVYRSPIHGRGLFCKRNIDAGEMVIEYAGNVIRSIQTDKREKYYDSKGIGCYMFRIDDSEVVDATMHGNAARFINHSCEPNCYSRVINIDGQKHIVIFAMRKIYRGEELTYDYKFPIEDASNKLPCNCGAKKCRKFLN
#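 Fluorescence polarization: 7 uM MLL-CXXC (stock) preincubated 5 min with compounds, then 50 nM fluorescein-HOX-A9 DNA (stock) added; 30 min ambient. Buffer 50 mM Tris-HCl pH 7.5, 50 mM NaCl, 1 mM DTT, 0.05% BSA.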
# A-T KAP1 phos: potential ataxia-telangiectasia treatment | AID 485349 | Potency, µM (titrated, usually from 57.5 µM), for the others: at the highest dose activation, hits mostly activators | […] A-T fibroblasts, KAP-1 phosphorylation AlphaLISA; neocarzinostatin DNA damage 30 min before lysis | 320,000 tested, 0.19% active; further: potency means the concentration at half of the fitted maximal effect; % of control where 0% means no effect; nearly all actives have a fitted effect of over 45% in size
#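 hTERT-immortalized A-T patient fibroblasts ([…]), 500 cells/well in OPTI-MEM, 1% FBS, got compounds for 60 min, then NCS for 30 min at 37C. Lysates were then assayed for phospho-KAP-1 by AlphaLISA (anti-pKAP1 donor, anti-KAP1 acceptor beads), 6 hr at 25C.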
# PTAP TSG101 blk: blocks PTAP/TSG101 interaction to inhibit HIV-1 budding; Q99816; Fluorescence polarization, FITC-PTAP peptide / Tsg101 binding; Potency, µM (titrated, usually from 115 µM), for inactives: top-dose activity change, negative = inhibition, actives largely listed as inhibitors; 340,000 tested, under 10 active; active means well fitted inhibition curve with a large enough effect in the main read-out, with a control signal flat, not every such curve was filed as active; inconclusive means small, poorly fitted or top-dose-only effect, or effect the other way, or a change in a side signal; inactive means no such curve, though single readings can be large or run the other way; further: potency means the concentration at half of the fitted maximal effect; % of control where 0% means no effect
#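 FP read-out: FITC-PTAP peptide, 50 nM final, binding Tsg101 binding domain, 10 uM final; 20 min, r.t.; 10 mM HEPES pH 7.5, 0.15 M NaCl, 0.01% Tween 20, 3 mM EDTA, 0.1 mM TCEP.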
# Active calls of the source: *; ? = inconclusive; · = not tested or not shown; [ ] = another dose, or the depositor's remark. Unless noted, the call rests on the fitted dose curve; in most records, active means well fitted curve in the direction sought with a large enough effect; inconclusive means small, poorly fitted or top-dose-only effect, or another doubt; inactive means no such curve, though single readings can be large; an effect the other way counts as inactive or inconclusive. A portion of the library; rates above refer to the full screens.
SMILES,Integrin act MD,TCR act,TSHR antag,MBNL1-CUG inh,S-ASM inh,Mito fusion yeast,Menin-MLL TR inh,CXXC DNA block,A-T KAP1 phos,PTAP TSG101 blk
Cc1c(NC(=O)COc2ccccc2Cl)c(=O)n(-c2ccccc2)n1C,9%,-2%,-16,·,4%,-3%,·,·,7%,-4%
CCOC(=O)CC(=O)CSc1ncnc2c1nnn2-c1ccc(F)cc1,27%,9%,-6,12%,2%,5%,31%[activator],7%,-4%,-1%
COc1ccc(-c2cc(C(=O)N/N=C(\C)c3cccnc3)c3cc(C)ccc3n2)cc1OC,0%,11%,-17,-2%,24%,3%,·,-5%,-47%,0%
CCOc1cc(C2NN=C(c3ccc(C)cc3)S2)ccc1O (stereo not drawn),-1%,-5%[46.1 µM],-18,27%,8%,?,14%,5%,?,0%
COC(=O)c1ccccc1NC(=O)CSc1ccccc1,3%,1%,13,-11%,0%,17%,-5%,-1%,16%,-2%
O=C(NC1CCCCC1)c1ccc(-n2cnnn2)cc1,-30%,-8%,-8,-6%,1%,0%,·,-1%,7%,-2%
Cc1nn2c(NCc3ccccn3)c3c(nc2c1-c1ccccc1)CCC3,-31%[inhibitor],-1%,-9,-12%,5%,-53%[inhibitor],·,-8%,1%,-7%
Cc1nnc(N2C(=O)C(=O)/C(=C(/O)c3ccc4c(c3)OCCO4)C2c2ccc([N+](=O)[O-])cc2)s1 (stereo not drawn),·,·,6,?,·,-1%,·,2%,-2%,·
Cc1ccc(C(=O)N/C(=C/c2ccc(-c3ccc(Br)cc3)o2)C(=O)NC2CCS(=O)(=O)C2)cc1 (stereo not drawn),-2%,1%[46.1 µM],0,·,85%,-4%,3%,0%,-13%,-1%
S=C1NCCC12C(=S)Nc1ccccc12 (stereo not drawn),-15%,-3%,·,·,4%,·,·,·,·,3%
Nc1cc(=O)[nH]c(SCC(=O)Nc2nc3ccc([N+](=O)[O-])cc3s2)n1,·,·,-5,?,·,8%,23%,14%,0%,·
O=C(Nc1cccnc1)c1cc(S(=O)(=O)N2CCOCC2)ccc1Br,1%,5%,0,-9%,1%,5%,3%,?,3%,0%
O=C(NC(=S)N1CCCC(C(F)(F)F)C1)c1ccc(F)cc1 (stereo not drawn),-19%,-5%,-1,-2%,3%,-16%,13%,1%,-9%,-5%
Cn1c(=O)c2c(SCC(=O)N3CCCC3)nc(CC(C)(C)C)nc2n(C)c1=O,-16%,-7%,-6,1%,-1%,1%,·,-2%,15%,-6%
COc1ccc(Cl)cc1S(=O)(=O)N(C)CC(=O)N1CCOCC1,0%,5%,23,3%,10%,-1%,13%,5%,-9%,-3%
Cc1ccc2nsnc2c1S(=O)(=O)Nc1cccc2nsnc12,-25%,-11%,9,21%,-2%,15%,-2%,-8%,-10%,-4%
COc1ccc(CNC(=O)C2CCCN(S(=O)(=O)c3c(C)nn(C)c3C)C2)cc1 (stereo not drawn),0%,-3%,-4,-7%,9%,0%,6%,-5%,-2%,-1%
CC1CCCC(C)N1C(=O)C1CCCCC1 (stereo not drawn),6%,0%[46.1 µM],-4,-6%,4%,7%,-18%,16%,9%,0%
CCn1cc(S(=O)(=O)CC(=O)N2CCc3ccccc32)c2ccccc21,2%,9%,3,-8%,0%,-2%,·,6%,22%,-6%
COc1ccc(OCC(O)CNC(=O)c2ccccc2C(=O)O)cc1 (stereo not drawn),18%,3%,-4,18%,4%,-4%,11%,12%,-1%,-5%
CC(C)c1ccc(NC(=O)CSc2nc3ccccc3nc2N2CCCC2)cc1,-16%,1%,5,27%,49%,-7%,16%,·,-2%,0%
c1ccc(C2=Nn3c(nnc3-c3ccccn3)SC2)cc1,-1%,·,8,-4%,1%,-9%,-2%,6%,3%,-8%
Cc1ccc(S(=O)(=O)N[C@H](C(=O)N2CCC(C(=O)N[C@@H](CC(=O)O)C(=O)O)CC2)C(C)C)cc1,4%,-4%,4,-5%,6%,-1%,14%,3%,7%,-6%
CCc1nnc(SCC(=O)Nc2ccc3c(c2)OCO3)n1CC,11%,6%,13,3%,7%,2%,·,13%,-1%,0%
CCn1c(SCC(=O)NCCOC)nc2sc(C)c(C)c2c1=O,·,·,19,-4%,·,-3%,-27%,14%,8%,·
Clc1ccc(Cn2ccc3ccccc32)cn1,27%,1%,-5,4%,-1%,2%,26%,?,13%,-6%
CC(NC(=O)c1cc(-c2ccccc2)on1)c1ccccc1 (stereo not drawn),0%,3%,-4,1%,-2%,-1%,-4%,7%,6%,-5%
Cc1cc(Br)cc(C)c1NC(=O)c1ccc(C#N)cc1F,2%,-1%,-13,-3%,0%,-2%,8%,-5%,4%,0%
Nc1nc(-c2ccc(Cl)cc2Cl)cn1N,-5%,2%,-12,16%,5%,-1%,-1%,4%,6%,-7%
COc1ccc2nc(SCC(=O)Nc3ccccc3)[nH]c2c1,-20%,-3%[46.1 µM],9,11%[11.5 µM],-2%,·,-1%,-4%,0%,-2%
COc1ccc(N2CCOCC2)c(NC(=O)c2cccc3ccccc23)c1,-5%,0%,15,4%,1%,13%,3%,-6%,6%,3%
Cc1ccc(Cl)c(OCC(=O)NN2CCN(C)CC2)c1,8%,-1%,2,-5%,3%,-3%,·,-3%,-3%,-5%
NS(=O)(=O)c1cccc(NC(=O)CSc2nnc(C3CC3)n2Cc2ccccc2)c1,38%,-6%,-1,-3%,6%,1%,·,-9%,-15%,-1%
CC(C)Cc1nnc(NC(=O)CN2C(=O)NC3(CC(C)CC(C)(C)C3)C2=O)s1 (stereo not drawn),10%,-10%,-7,·,1%,0%,·,·,-1%,-1%
CCC(CC)C(=O)Nc1cccc(C(=O)NCCc2ccc(S(N)(=O)=O)cc2)c1,1%,-2%,4,-13%,10%,1%,0%,-6%,·,0%
Cc1ccc(NC(=O)N2CCCC2C(=O)NCCC2=CCCCC2)cc1 (stereo not drawn),-10%,-1%,-1,6%,2%,-4%,-6%,0%,-2%,-5%
Cc1occc1C(=O)N1CCN(c2ccc(Cl)cc2)CC1,23%,·,-1,0%,-2%,4%,·,5%,12%,1%
COc1ccc(OCC(=O)Nc2ccc(S(=O)(=O)N3CCN(C)CC3)cc2)cc1,-12%,-1%,-2,-8%,-2%,-10%,7%,36%,-2%,-4%
O=C(NC(=S)N1CCN(c2ccccc2)CC1)c1ccco1,-18%,-11%,·,·,2%,·,·,·,-2%,-2%
Cc1ccc(NCc2nnc(SCC(=O)c3ccc4c(c3)OCCO4)o2)c(C)c1,13%,1%,-11,0%,4%,-4%,-11%,13%,-5%,17%
CCOC(=O)c1c(NC(=O)CSc2nnc(-c3cccnc3)n2Cc2ccco2)sc(C)c1C,0%,4%,4,-6%,-5%,5%,-3%,-2%,2%,0%
O=C(CSc1nnc(NC(=O)C2CC2)s1)NCc1ccccc1Cl,-23%,-4%,1,-1%,3%,2%,·,9%,2%,-4%
O=C(CN1CCN(C(=O)c2ccccc2F)CC1)Nc1ccc(Br)cc1,-18%,0%,-5,5%,-1%,4%,-15%,12%,5%,-9%
CSc1ccc(C2N=C(c3ccccc3)NO2)cc1 (stereo not drawn),3%,2%,-4,18%,1%,-16%,35%[activator],33%[activator],1%,-3%
CN(C)c1ccc(C(CNC(=O)c2ccc(F)cc2)c2c[nH]c3ccccc23)cc1 (stereo not drawn),-26%,-4%[46.1 µM],-13,8%,-17%,16µM*,?,18%,-12%,5%
Cc1cc(C(=O)NCC(=O)Nc2ccc(F)c(F)c2)c(C)o1,27%,-8%[46.1 µM],-13,·,-1%,·,·,·,1%,-1%
O=C(CCCNS(=O)(=O)c1cccs1)N1CCN(c2ccc(F)cc2)CC1,5%,·,0,-6%,0%,-6%,9%,8%,0%,-4%
COc1ccc(C)cc1N(C(=O)c1ccc(C#N)cc1)C1=NC(C)(C)CS1,-31%,7%,-8,0%,-1%,2%,-2%,40%[activator],2%,-4%
Cc1ccc(C(=O)OCC(=O)NCC2COc3ccccc3O2)cc1 (stereo not drawn),-32%,2%,9,·,-4%,24%,·,·,15%,-3%
Cn1cnnc1SCC(=O)c1ccc(O)c(O)c1,-31%,-5%,2,9%,0%,2%,13%,-8%,-3%,-1%
